Compound activity: PubChem BioAssay, Broad Institute
Pf Dd2 growth – P. falciparum Dd2 growth inhibitors, primary screen, SYBR Green fluorescence, single dose replicates. actives 2.3% (n = 94,000). 72 h; active compounds read low. activity change, % at 10 µM. AID 1159554, 2015; in the data active means activity change below about -80%; inconclusive means no clear call, values can overlap the other calls
KDM4C inh – inhibitors of GASC-1 (KDM4C) histone demethylase, primary screen, biochemical, single concentration HTS | Lysine-specific demethylase 4C (Homo sapiens), Q9H3R0 | GST-KDM4C 2-372, H3K9me3 peptide, LANCE TR-FRET | inhibition, % at 12.5 µM | actives 0.15% (n = 96,000);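 active means mean replicate inhibition above about 25%, with at least 55% of replicates also reaching it, limit read from the data, passing the limit was not always enough; inconclusive means only one of those two conditions met; inactive means neither condition met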
Target sequence (Q9H3R0 2-372 limits assumed): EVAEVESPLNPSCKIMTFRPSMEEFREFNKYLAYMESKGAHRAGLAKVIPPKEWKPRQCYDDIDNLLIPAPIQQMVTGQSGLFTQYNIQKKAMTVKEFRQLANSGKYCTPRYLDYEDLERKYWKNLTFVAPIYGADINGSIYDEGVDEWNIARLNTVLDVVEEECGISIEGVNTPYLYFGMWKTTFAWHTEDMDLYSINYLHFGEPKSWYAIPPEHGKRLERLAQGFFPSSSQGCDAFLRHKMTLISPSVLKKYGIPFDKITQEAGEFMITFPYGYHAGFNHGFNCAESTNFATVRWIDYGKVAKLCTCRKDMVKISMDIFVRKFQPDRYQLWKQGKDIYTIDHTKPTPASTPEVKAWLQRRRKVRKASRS
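reagent = H3K9me3 peptide substrate, Fe(II), 2-oxoglutarate | system = GST-tagged GASC-1 (JMJD2C) catalytic fragment, aa 2-372 | amount = enzyme final amount 10 nM | read-out = Fall in 671/618 emission ratio as inhibition | medium = HEPES buffer, pH 7.5, plus ascorbate | schedule = 30 min reaction, 60 min detection, RT | measured by = LANCE TR-FRET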
T cruzi growth – T. cruzi intracellular proliferation inhibitors, primary screen, cell-based, beta-gal Tulahuen parasites, NIH3T3 host, luminescence; T. cruzi beta-gal in NIH3T3, GalScreen luminescence, 90 h; inhibition, % at 8.34 µM; actives 5.9% (n = 77,000);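 active means mean inhibition above about 93%, with at least 55% of replicates each passing it, limit read from the data, passing the limit was not always enough; inconclusive means only one of those two conditions holds; inactive means neither condition holds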
C diff growth – C. difficile growth inhibitors, primary screen, HTS; Clostridium difficile clinical isolate growth, OD600, 24 h; active compounds read low; growth activity, negative = inhibition, % at 16 µg/mL (by protocol); actives 0.25% (n = 86,000);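 active means mean growth activity at or below -80% and every replicate also at or below -80%; inconclusive means mean at or below -80% but some replicate above -80%; inactive means mean growth activity above -80%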;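 further: 0% = DMSO wells and -100% = levofloxacin 16 µg/mL wells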
Active calls of the source: *.

Results for C[C@H](CO)N1C[C@H](C)[C@@H](CN(C)C(=O)Nc2cccc(F)c2)OCc2ccccc2-c2c(n(C)c3ccccc23)C1=O ?
Pf Dd2 growth: -77; KDM4C inh: 6.5; T cruzi growth: 69

How did C[C@@H]1CN([C@@H](C)CO)C(=O)c2cc(C#CCN(C)C)cnc2O[C@@H]1CN(C)Cc1ccccc1 do in these assays?
Pf Dd2 growth: -16; T cruzi growth: -123; C diff growth: 4

What do the screens show for `C[C@H]1CN([C@@H](C)CO)C(=O)c2cc(NC(=O)c3ccncc3)ccc2O[C@@H]1CN(C)Cc1ccccc1`?
Pf Dd2 growth: 11; KDM4C inh: -0.2; T cruzi growth: 28; C diff growth: 0

Results for CC(C)NC(=O)N(C)C[C@@H]1Oc2ncc(C#Cc3ccccc3F)cc2C(=O)N([C@@H](C)CO)C[C@H]1C ?
Pf Dd2 growth: -50; KDM4C inh: 0.5; T cruzi growth: 102*; C diff growth: -9

What do the screens show for `CC=Cc1ccc2n(c1=O)C[C@@H]1[C@@H](CO)[C@H](C(=O)Nc3nccs3)N(Cc3ccccc3F)[C@H]21` (mixture of isomers)?
Pf Dd2 growth: -4; KDM4C inh: 4.8; T cruzi growth: 21; C diff growth: 2

How did CCC(=O)Nc1ccc2c(c1)OC[C@@H](C)N(C(=O)Cc1ccccn1)C[C@H](C)[C@H](OC)CN(C)C2=O do in these assays?
Pf Dd2 growth: 26; C diff growth: 7

Results for CC(C)NC(=O)Nc1cccc2c1O[C@H](CN(C)S(=O)(=O)c1ccccc1)[C@H](C)CN([C@H](C)CO)C2=O ?
Pf Dd2 growth: 1; KDM4C inh: 1.0; T cruzi growth: 33; C diff growth: -2

How did CCNC(=O)C[C@@H]1CC[C@H]2[C@@H](COc3ccc(NC(=O)Nc4ccccc4OC)cc3C(=O)N2C)O1 do in these assays?
Pf Dd2 growth: -16; KDM4C inh: 4.2; T cruzi growth: 10; C diff growth: -5

What do the screens show for `COc1ccccc1NC(=O)N[C@@H]1CC[C@@H](CC(=O)N[C@H](C)c2ccccc2)O[C@@H]1CO`?
Pf Dd2 growth: 16; KDM4C inh: 1.9; T cruzi growth: -26

What do the screens show for `CN1CCN(C(=O)C[C@@H]2CC[C@H]3[C@H](COc4ccc(NC(=O)C5CCC5)cc4C(=O)N3C)O2)CC1`?
Pf Dd2 growth: 22; KDM4C inh: 0.5; C diff growth: -2

What do the screens show for `C[C@@H]1CN([C@@H](C)CO)C(=O)c2cc(Br)cnc2O[C@H]1CN(C)Cc1ccccn1`?
Pf Dd2 growth: 0; KDM4C inh: 1.3; C diff growth: 11

Results for C[C@@H]1CN([C@H](C)CO)C(=O)c2cc(NC(=O)CCC(F)(F)F)ccc2O[C@@H]1CN(C)C(=O)Nc1cccc2ccccc12 ?
Pf Dd2 growth: -7; KDM4C inh: 0.2; T cruzi growth: 39; C diff growth: -2

A draw from above in order of heavy-atom count, falling:
What do the screens show for `C[C@H]1CN([C@@H](C)CO)C(=O)c2cc(NC(=O)c3ccncc3)ccc2O[C@@H]1CN(C)Cc1ccccc1`?
Pf Dd2 growth: 11; KDM4C inh: -0.2; T cruzi growth: 28; C diff growth: 0

How did CCC(=O)Nc1ccc2c(c1)OC[C@@H](C)N(C(=O)Cc1ccccn1)C[C@H](C)[C@H](OC)CN(C)C2=O do in these assays?
Pf Dd2 growth: 26; C diff growth: 7

What do the screens show for `COc1ccccc1NC(=O)N[C@@H]1CC[C@@H](CC(=O)N[C@H](C)c2ccccc2)O[C@@H]1CO`?
Pf Dd2 growth: 16; KDM4C inh: 1.9; T cruzi growth: -26

The main list resumes with the 3 entries that preceded the break.
What do the screens show for `CN1CCN(C(=O)C[C@@H]2CC[C@H]3[C@H](COc4ccc(NC(=O)C5CCC5)cc4C(=O)N3C)O2)CC1`?
Pf Dd2 growth: 22; KDM4C inh: 0.5; C diff growth: -2

What do the screens show for `C[C@@H]1CN([C@@H](C)CO)C(=O)c2cc(Br)cnc2O[C@H]1CN(C)Cc1ccccn1`?
Pf Dd2 growth: 0; KDM4C inh: 1.3; C diff growth: 11

Results for C[C@@H]1CN([C@H](C)CO)C(=O)c2cc(NC(=O)CCC(F)(F)F)ccc2O[C@@H]1CN(C)C(=O)Nc1cccc2ccccc12 ?
Pf Dd2 growth: -7; KDM4C inh: 0.2; T cruzi growth: 39; C diff growth: -2

Results for C[C@H]1CN([C@@H](C)CO)C(=O)c2cc(NC(=O)C3CCCCC3)ccc2O[C@H]1CN(C)C(=O)Nc1ccc2c(c1)OCO2 ?
Pf Dd2 growth: -8; KDM4C inh: 2.1; T cruzi growth: 52; C diff growth: 5

Results for CCNC(=O)C[C@H]1CC[C@H]2[C@H](COc3ccc(NC(=O)c4cscn4)cc3C(=O)N2C)O1 ?
Pf Dd2 growth: 2; KDM4C inh: 0.4; T cruzi growth: -29; C diff growth: -7

Results for CO[C@@H]1CN(C)C(=O)c2ccc(NC(=O)c3ccccc3)cc2OC[C@H](C)N(CC2CC2)C[C@H]1C ?
Pf Dd2 growth: -27; KDM4C inh: -0.9; T cruzi growth: -32

How did COc1ccc(NC(=O)N(C)C[C@@H]2Oc3ccc(NC(=O)Nc4ccc(F)cc4)cc3C(=O)N([C@H](C)CO)C[C@H]2C)cc1 do in these assays?
Pf Dd2 growth: 9; KDM4C inh: -1.6; T cruzi growth: 6; C diff growth: -3

How did C[C@H]1CN([C@@H](C)CO)C(=O)c2cc(NC(=O)CCCN(C)C)ccc2O[C@@H]1CN(C)C do in these assays?
Pf Dd2 growth: 23; KDM4C inh: -0.2; C diff growth: -1

What do the screens show for `COc1ccc2c3c(n(C)c2c1)[C@@H](CO)N(C(=O)c1ccncc1)CC31CN(S(C)(=O)=O)C1`?
Pf Dd2 growth: -31; KDM4C inh: -0.6; C diff growth: 8

How did CO[C@H](CN(C)S(=O)(=O)c1cccc(Cl)c1)[C@H](C)CN([C@@H](C)CO)S(=O)(=O)c1ccc(Cl)cc1 do in these assays?
Pf Dd2 growth: -17; KDM4C inh: -3.2; T cruzi growth: 86

What do the screens show for `CN(C)C(=O)[C@H]1[C@H](CO)[C@H]2Cn3c(ccc(-c4ccc(F)cc4)c3=O)[C@H]2N1C(=O)c1ccccn1`?
Pf Dd2 growth: -6; KDM4C inh: -0.2; T cruzi growth: 33; C diff growth: 0

How did O=C(C[C@@H]1CC[C@H](NC(=O)c2ccccn2)[C@H](CO)O1)NCc1cc(F)cc(F)c1 do in these assays?
Pf Dd2 growth: -6; KDM4C inh: 0.1; T cruzi growth: 16; C diff growth: 3

How did C[C@@H]1CN([C@@H](C)CO)S(=O)(=O)c2ccc(-c3ccc(F)cc3)cc2O[C@@H]1CN(C)Cc1cccc(F)c1 do in these assays?
Pf Dd2 growth: -22; KDM4C inh: 0.1; T cruzi growth: 52; C diff growth: 7

How did N#Cc1ccc(-c2ccc([C@@H]3[C@@H](CO)N4C(=O)CN(C(=O)C5CCC5)C[C@H]34)cc2)cc1 do in these assays?
Pf Dd2 growth: 0; KDM4C inh: 1.4; C diff growth: -20

How did C[C@@H]1CN([C@H](C)CO)C(=O)c2cc(-c3ccc(C#N)cc3)cnc2O[C@H]1CN(C)C(=O)CN(C)C do in these assays?
Pf Dd2 growth: 50; KDM4C inh: -0.1; T cruzi growth: 27; C diff growth: -2

What do the screens show for `CO[C@H](CN(C)Cc1ccc(-c2ccccn2)cc1)[C@@H](C)CN(C(=O)Nc1ccc(F)cc1)[C@@H](C)CO`?
Pf Dd2 growth: -14; KDM4C inh: inconclusive; T cruzi growth: 100*

How did O=C(CN1CCOCC1)N1CC(=O)N2[C@H](CO)[C@H](c3ccc(-c4cccc(F)c4)cc3)[C@@H]2C1 do in these assays?
Pf Dd2 growth: 33; KDM4C inh: 0.9; C diff growth: -3

What do the screens show for `CO[C@@H](C(=O)N(C)C[C@H]1OCc2ccccc2-c2ccccc2C(=O)N([C@@H](C)CO)C[C@@H]1C)c1ccccc1`?
Pf Dd2 growth: -6; KDM4C inh: -1.3; T cruzi growth: 37; C diff growth: -2

Results for C/C=C/c1ccc2c(c1)O[C@@H](CN(C)Cc1cccc(F)c1)[C@H](C)CN([C@H](C)CO)S2(=O)=O ?
Pf Dd2 growth: -32; KDM4C inh: 0.4; C diff growth: 18

Results for CCCNC(=O)N1CC(=O)N2[C@H](CO)[C@@H](c3ccc(C#CCC4CCCC4)cc3)[C@H]2C1 ?
Pf Dd2 growth: -1; KDM4C inh: 1.2; C diff growth: 30

Results for C[C@@H]1CCCCO[C@@H](CN(C)S(C)(=O)=O)[C@@H](C)CN([C@H](C)CO)C(=O)c2cc(NC(=O)Nc3ccc4c(c3)OCO4)ccc2O1 ?
Pf Dd2 growth: -5; KDM4C inh: 0.3; T cruzi growth: -92; C diff growth: 0

Results for COc1ccc(S(=O)(=O)N2CCCCN3[C@H](CO)[C@@H](c4ccc(C#CCC(C)C)cc4)[C@@H]3C2)cc1 ?
Pf Dd2 growth: -19; KDM4C inh: 6.8; T cruzi growth: 38; C diff growth: 3

Results for CCC(=O)Nc1ccc2c(c1)C(=O)N(C)C[C@@H](OC)[C@H](C)CN(Cc1nccs1)[C@@H](C)CO2 ?
KDM4C inh: -0.1; T cruzi growth: 18

How did C[C@@H]1CN([C@@H](C)CO)C(=O)c2cc(NC(=O)Nc3ccc4c(c3)OCO4)ccc2O[C@@H](C)CCCCO[C@H]1CN(C)C(=O)CCCN(C)C do in these assays?
Pf Dd2 growth: 66; KDM4C inh: 2.4; T cruzi growth: 35; C diff growth: 2

How did C[C@@H]1CN([C@H](C)CO)C(=O)c2cccc(NS(=O)(=O)c3ccc(Cl)cc3)c2O[C@H]1CN(C)Cc1ccc(C(=O)O)cc1 do in these assays?
Pf Dd2 growth: 11; KDM4C inh: 4.4; T cruzi growth: 24; C diff growth: -6

What do the screens show for `CNC[C@H]1Oc2cc(C#Cc3ccncc3)ccc2S(=O)(=O)N([C@H](C)CO)C[C@H]1C`?
Pf Dd2 growth: 18; KDM4C inh: 2.4; C diff growth: -2

Results for COc1ccccc1C#Cc1cnc2c(c1)C(=O)N([C@@H](C)CO)C[C@H](C)[C@@H](CN(C)C)O2 ?
Pf Dd2 growth: -34; KDM4C inh: -1.8; T cruzi growth: -8; C diff growth: 1

How did C[C@@H]1CN([C@@H](C)CO)C(=O)c2cc(NC(=O)C3CCCCC3)ccc2O[C@@H]1CN(C)CC1CC1 do in these assays?
Pf Dd2 growth: 15; KDM4C inh: 1.0; T cruzi growth: -44; C diff growth: 3

What do the screens show for `C[C@H](CO)N1C[C@H](C)[C@@H](CN(C)S(=O)(=O)c2ccc(Cl)cc2)Oc2c(NS(=O)(=O)c3ccc(F)cc3)cccc2C1=O`?
Pf Dd2 growth: -9; KDM4C inh: 12; T cruzi growth: 44; C diff growth: -2

How did O=C(c1ccccc1F)N1C[C@H]2[C@@H](c3ccccc31)[C@H](CO)N2Cc1ccc2c(c1)OCO2 do in these assays?
Pf Dd2 growth: -1; KDM4C inh: -0.8; T cruzi growth: 64; C diff growth: 11

What do the screens show for `C[C@H]1CN([C@@H](C)CO)C(=O)c2cc(/C=C/c3ccccc3)cnc2O[C@@H]1CN(C)C(=O)c1ccncc1`?
Pf Dd2 growth: -19; KDM4C inh: -2.3; T cruzi growth: 66; C diff growth: -1

How did COc1ccc(CN(C)C[C@H]2Oc3c(NC(=O)Nc4ccc(C(F)(F)F)cc4)cccc3C(=O)N([C@@H](C)CO)C[C@@H]2C)cc1 do in these assays?
Pf Dd2 growth: 0; KDM4C inh: -0.9; C diff growth: 18

Results for O=C(c1ccccc1)N1CC(=O)N2[C@@H](CO)[C@H](c3ccc(C4=CCCC4)cc3)[C@@H]2C1 ?
Pf Dd2 growth: 7; KDM4C inh: 0.0; C diff growth: -8

How did CC(C)NC(=O)Nc1ccc2c(c1)C(=O)N(C)[C@@H]1CC[C@H](CC(=O)NCC(F)(F)F)O[C@@H]1CO2 do in these assays?
Pf Dd2 growth: 9; KDM4C inh: 0.9; T cruzi growth: -1; C diff growth: -1

Results for N#Cc1cccc(-c2ccc3c(c2)[C@@H]2[C@@H](CCN2C(=O)c2ccncc2)[C@H](CO)N3)c1 ?
Pf Dd2 growth: -39; KDM4C inh: -1.2; T cruzi growth: 62; C diff growth: -1

Results for C[C@@H]1CN([C@H](C)CO)C(=O)c2cc(NC(=O)c3ccccc3)ccc2O[C@@H](C)CCCCO[C@H]1CN(C)C(=O)Nc1ccc(F)cc1 ?
Pf Dd2 growth: -45; KDM4C inh: -0.1; T cruzi growth: 70; C diff growth: 2

Results for C[C@@H]1CCCCO[C@@H](CN(C)C(=O)c2ccccc2)[C@H](C)CN([C@H](C)CO)C(=O)c2cc(NS(=O)(=O)c3ccc(F)cc3)ccc2O1 ?
Pf Dd2 growth: -53; KDM4C inh: -0.1; T cruzi growth: 26; C diff growth: 4
